inhibitors of VEEV – inhibitors of VEEV TC-83 cytopathic effect, confirmation, Vero cells (AID 588727); Vero cells, VEEV TC-83 cytopathic effect inhibition; higher % means a stronger effect; inhibition, % at 20 µM, or IC50 in µM where a hit was titrated; actives 0.13% (n = 350,000); in the data active means a potency from the dose series; inconclusive means inhibition mostly from about 14% at the one dose, without a potency; inactive means the rest, 99 in 100 with inhibition below about 12%; further: strong numbers were not always called active
Salmonella PhoP GFP – PhoP regulon inhibitors, Salmonella typhi PhoP promoter GFP reporter, confirmatory (AID 1850). Salmonella Typhi PhoP-promoter GFP reporter, fluorescence, 4 h; higher % means a stronger effect. one-dose inhibition, % at 50 µM; IC50 in µM for titrated hits. actives 0.33% (n = 310,000); in the data active means a potency from the dose series; inconclusive means inhibition mostly from about 25% at the one dose, without a potency; inactive means the rest, 99 in 100 with inhibition below about 19%;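 further: 0% = induced wells with vehicle and 100% = uninduced wells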
tuberculosis growth – growth inhibition of non-replicating M. tuberculosis (AID 488890) | actives 0.39% (n = 320,000) | Mycobacterium tuberculosis non-replicating, growth inhibition; higher % means a stronger effect | inhibition, % at 25 µM, or IC50 in µM where a hit was titrated; in the data active means a potency from the dose series; inconclusive means inhibition mostly from about 82% at the one dose, without a potency; inactive means the rest, 99 in 100 with inhibition below about 76%;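 further: plate controls were DMSO cells for no effect and high antibiotic wells for full effect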
influenza NS1A – H1N1 influenza NS1A inhibitors, functional cell based assay (AID 504329); NS1A functional cell-based assay, percent inhibition; higher % means a stronger effect; inhibition, % at 12.5 µM; hits with a dose series show IC50 in µM; actives 0.3% (n = 340,000); in the data active means a potency from the dose series; inconclusive means inhibition above about 27% without an active follow-up result; further: strong numbers were not always called active
M. tuberculosis HTS – M. tuberculosis growth inhibition, HTS (AID 449762); M. tuberculosis H37Rv growth inhibition, 7H9 media; higher % means a stronger effect; actives 0.59% (n = 330,000); inhibition, % at 25 µM; hits with a dose series show IC50 in µM; in the data active means a potency from the dose series; inconclusive means inhibition above about 70% without an active follow-up result;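 further: bacterial growth assessed after seven days of incubation; strong numbers were not always called active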
inhibitors of VEEV 10K pilot screen – further read-out of inhibitors of VEEV, marked with its call; inhibition, %; measured here: 10K pilot screen inhibition
Active calls of the source: *; i = inactive; u = inconclusive; x = not tested or not shown.

SMILES	inhibitors of VEEV	Salmonella PhoP GFP	tuberculosis growth	influenza NS1A	M. tuberculosis HTS	others
CN(C)CCP(=O)(c1ccccc1)c1ccccc1	i	4.2%	-8.9%	1.5%	-5.6%
Cc1cc(C)cc(-n2c(C)cc(/C=C3\C(=N)N4N=C(CC(C)C)SC4=NC3=O)c2C)c1	2.2%	-6.3%	53.8%	-3.2%	u
COc1ccc(Br)cc1CNC(=O)CCc1nc(-c2ccccc2F)no1	1.7%	0.9%	7.1%	-6.4%	-2.5%
CCSc1cc(C2C(C(=O)OC)=C(C)NC3=C2C(=O)CCC3)c(C)o1 (stereo unspecified)	0.8%	-6.6%	x	-6.6%	-15.2%
COc1cc(OC)c(C2Nc3ccccc3NC3=C2C(=O)CC(C)(C)C3)cc1OC (stereo unspecified)	i	-5.7%	-0.7%	0.5%	1.4%
Cc1ccccc1SC1CCN(Cc2nc(C3CC3)no2)CC1	0.3%	-8.2%	79.1%	9.5%	10.9%
O=C(OCC1CCNCC1)c1ccc(F)cc1	0.3%	x	x	-6.8%	x
COc1cccc(NC(=O)CC2SC(=Nc3ccccc3)NC2=O)c1 (stereo unspecified)	9.9%	-4.6%	2.6%	2.0%	-0.8%
CC(C)C(=O)NC(Nc1cccc([N+](=O)[O-])c1)C(Cl)(Cl)Cl (stereo unspecified)	i	1.8%	20.0%	-13.8%	8.9%
O=C(COC(=O)c1ccc(F)cc1F)Nc1cccnc1Cl	i	x	51.1%	-12.6%	4.2%
O=[N+]([O-])c1cccc(-c2csc(CS(=O)(=O)Cc3ccco3)n2)c1	0.4%	-6.5%	14.6%	x	10.2%
COc1ccc(C2(C(=O)NCCCN(C)C)CCOCC2)cc1	i	x	x	8.2%	-7.4%
Cc1cccc(C(=O)NNC(=O)/C=C/C(=O)O)c1	i	-2.1%	-26.7%	-2.6%	-5.8%
COc1ccc(NS(=O)(=O)c2cc(NC(=O)/C=C/c3cccs3)ccc2N2CCOCC2)cc1	10.6%	-1.5%	33.6%	-3.3%	4.2%
CC(=O)Nc1ccc(C(=O)N/N=C/c2ccncc2)cc1	3.0%	9.3%	-10.6%	-1.8%	2.3%
O=C(Cn1cnc2ccccc2c1=O)N1CCN(S(=O)(=O)c2ccc(F)cc2)CC1	1.5%	x	-1.8%	-3.3%	-5.1%
Cc1ccc2c(c1)C1CN(C)CCC1N2C(=O)c1cccc(S(=O)(=O)N2CC(C)CC(C)C2)c1 (stereo unspecified)	i	-30.1%	40.4%	-5.3%	8.7%
N#C/C(=C\c1ccc(-c2cccc(C(F)(F)F)c2)o1)C(=O)Nn1cnnc1	i	-20.7%	-13.1%	24.5%	-3.4%
Cc1nc(NC(=O)c2ccc(Cl)cc2)sc1-c1csc(Nc2cccc(F)c2)n1	x	-16.4%	7.2%	x	-3.0%
Cc1ccc(NC(=O)C2CCCN(S(=O)(=O)c3c(C)noc3C)C2)nc1 (stereo unspecified)	3.3%	-8.5%	-11.2%	7.0%	-2.7%
COc1ccc(CNS(=O)(=O)CCNC(=O)c2ccc3c(c2)OCO3)cc1	1.1%	-4.8%	-6.4%	-3.2%	-1.3%
Cc1cccc2cc(/C=N/NC(=O)[C@H]3C[C@@H]3c3ccccc3)c(Cl)nc12	0.6%	-11.0%	-3.3%	14.0%	1.6%
COCCCNC(=O)c1ccc2nc(Cc3ccc(OC)cc3)oc2c1	0.7%	-3.8%	13.2%	-3.0%	9.4%
O=C(O)CCSc1nnc(SCC(=O)NC2CCS(=O)(=O)C2)s1 (stereo unspecified)	1.5%	x	-11.8%	-1.3%	-3.0%
COc1cccc(S(=O)(=O)N2CCOCC2)c1	2.2%	5.0%	32.3%	-7.2%	-13.0%

Ordered by heavy-atom count (high to low): 3 of the compounds above.
SMILES	inhibitors of VEEV	Salmonella PhoP GFP	tuberculosis growth	influenza NS1A	M. tuberculosis HTS	others
COc1cc(OC)c(C2Nc3ccccc3NC3=C2C(=O)CC(C)(C)C3)cc1OC (stereo unspecified)	i	-5.7%	-0.7%	0.5%	1.4%
O=C(COC(=O)c1ccc(F)cc1F)Nc1cccnc1Cl	i	x	51.1%	-12.6%	4.2%
Cc1cccc(C(=O)NNC(=O)/C=C/C(=O)O)c1	i	-2.1%	-26.7%	-2.6%	-5.8%

Additional records
SMILES	inhibitors of VEEV	Salmonella PhoP GFP	tuberculosis growth	influenza NS1A	M. tuberculosis HTS	others
CCOc1ccccc1N1CCN(C(=O)c2cn(CC3CCCCC3)nn2)CC1	7.8%	-5.5%	9.8%	6.1%	53.5%
O=C(CSc1ccc(Cl)cc1)N1CCN(c2c(Cl)cccc2[N+](=O)[O-])CC1	6.1%	-2.1%	25.5%	12.1%	4.5%	inhibitors of VEEV 10K pilot screen=2.9
Cc1ccc(-c2csc3ncn(CC#N)c(=O)c23)cc1C	1.1%	7.8%	33.6%	11.3%	-5.1%
Cn1cc(CC(=O)N2CCN(c3ccccc3F)CC2)c2ccccc21	6.5%	-9.4%	x	15.6%	-2.8%
Cc1c(C(=O)NCc2ccco2)oc2ccccc12	i	-9.7%	74.2%	-11.8%	0.0%
CN(C)c1ccc(C2CC(=O)OC3=C2C(=O)CC(C)(C)C3)cc1 (stereo unspecified)	i	-1.7%	64.6%	-5.4%	2.5%
O=S(=O)(c1cccc(S(=O)(=O)N2CCOCC2)c1)N1CCCCCC1	i	-2.2%	-16.7%	-21.9%	-4.6%
CSc1nc2ccccc2s1	i	10.3%	1.7%	-21.4%	4.5%
CN(C(=O)c1cc(-c2ccccc2)on1)C1CCCCC1	0.9%	-7.5%	6.6%	3.0%	11.2%
CCn1c(C)nc2cc(S(=O)(=O)N3CCCC3)ccc21	0.7%	-5.0%	0.2%	5.1%	-9.8%
Cc1c(NC(=S)NC(NC(=O)C(C)C)C(Cl)(Cl)Cl)c(=O)n(-c2ccccc2)n1C (stereo unspecified)	0.0%	1.1%	1.4%	31.0%	1.1%
COc1cccc(-n2c(O)c(C=NCc3ccccn3)c3ccccc3c2=O)c1	6.9%	9.0%	57.4%	-22.9%	-1.5%
Oc1ccc(N=Nc2ccc3c(c2)OCCO3)c2cccnc12	8.0%	-13.0%	u	15.9%	50.9%
COc1ccc(Cl)cc1-c1nc(SCC(=O)N(C)C)n[nH]1	2.1%	-22.1%	-3.7%	7.4%	0.5%
O=C1c2cccc3cccc(c23)C(=O)N1CC1CCN(CC(O)COc2ccc3ccccc3c2)CC1 (stereo unspecified)	i	15.4%	u	14.8%	u
CN(C)CCCn1c2c(c(SCC(=O)Nc3ccc4c(c3)OCO4)nc1=O)CCCC2	2.1%	6.6%	-6.1%	-0.3%	-2.5%
Cc1ccc(-c2nc(-c3cccnc3)no2)cc1	i	-7.4%	-11.1%	-1.7%	-9.9%
NC(=O)c1ccsc1NC(=O)CSc1nnc(NC2CC2)s1	1.7%	x	-8.3%	0.0%	4.0%
CCOCCc1nnc(NC(=O)Cc2c(F)cccc2Cl)s1	0.4%	6.2%	3.1%	-0.1%	2.0%
COc1ccc(CN(C)CC(=O)Nc2ccccc2C(=O)NC2CC2)cc1F	2.5%	x	23.3%	-10.9%	-2.4%
CCCCCCOc1ccc(/C=C/C(=O)N2CCOCC2)cc1OC	0.1%	-3.5%	59.3%	-3.1%	92.5%
Cc1ccc(OCC(=O)Nc2cccc3c2CCCC3)cc1C	i	2.0%	54.1%	4.0%	-1.2%
Cc1ccc(-c2csc(NC(=O)c3ccc(-c4ccccc4)cc3)n2)o1	2.3%	-3.9%	u	-2.4%	-13.9%
COc1cccc(CNC(=O)CCNS(=O)(=O)c2ccc(C)cc2)c1	1.6%	5.1%	9.5%	-0.6%	-0.7%
c1ccc(-c2ccc3[nH]ccc3c2)cc1	0.1%	x	17.6%	0.5%	7.0%

Not a retest: an excerpt of the list.
SMILES	inhibitors of VEEV	Salmonella PhoP GFP	tuberculosis growth	influenza NS1A	M. tuberculosis HTS	others
CN(C)CCP(=O)(c1ccccc1)c1ccccc1	i	4.2%	-8.9%	1.5%	-5.6%
Cc1cc(C)cc(-n2c(C)cc(/C=C3\C(=N)N4N=C(CC(C)C)SC4=NC3=O)c2C)c1	2.2%	-6.3%	53.8%	-3.2%	u
COc1ccc(Br)cc1CNC(=O)CCc1nc(-c2ccccc2F)no1	1.7%	0.9%	7.1%	-6.4%	-2.5%
CCSc1cc(C2C(C(=O)OC)=C(C)NC3=C2C(=O)CCC3)c(C)o1 (stereo unspecified)	0.8%	-6.6%	x	-6.6%	-15.2%

The listing continues:
SMILES	inhibitors of VEEV	Salmonella PhoP GFP	tuberculosis growth	influenza NS1A	M. tuberculosis HTS	others
CCc1ccc(C(=O)CSc2ncn[nH]2)cc1	i	14.3%	35.9%	-1.5%	-1.8%
Cc1cc(/C=C(\C#N)C(=O)Nc2ccccc2)c(C)n1-c1ccc(C(=O)O)cc1	3.1%	5.3%	24.3%	11.3%	9.9%
CC1(c2nnc(-c3cccc(Cl)c3)o2)CC(c2ccc(OC(F)(F)F)cc2)=NO1 (stereo unspecified)	i	-13.6%	76.2%	5.2%	5.1%
COc1ccc(OCC(O)Cn2ccnc2C)cc1 (stereo unspecified)	1.3%	5.4%	33.1%	4.9%	-2.0%
C/C(=C\c1ccccc1)CN1CCN(C(C)C)C(CCO)C1 (stereo unspecified)	i	-0.3%	-18.2%	-2.4%	0.0%
CC(Sc1nnc(-c2ccc(Cl)cc2)n1C)C(N)=O (stereo unspecified)	2.1%	-2.7%	8.7%	8.5%	0.0%
O=C(NCc1ccccc1C(F)(F)F)C1CC(c2ccc(C(F)(F)F)cc2)=NO1 (stereo unspecified)	i	-5.9%	56.2%	-4.8%	5.3%
CCOCCn1ccc2c(OCC(=O)Nc3cc(OC)ccc3OC)cccc2c1=O	9.1%	-3.9%	6.2%	-7.2%	4.8%
C[C@H](NC(=O)c1ncn(Cc2ccccc2)c1C(=O)N[C@@H](C)c1ccccc1)c1ccccc1	i	x	8.4%	-0.9%	19.6%
O=C(Cc1n[nH]c(=O)c2ccccc12)NCc1ccc(Cl)cc1	i	4.2%	-9.5%	-5.2%	-14.5%
Nc1nc(SCC(=O)Nc2ccc(Br)cc2Br)n[nH]1	i	x	-3.8%	1.4%	-0.4%
N#Cc1nc(Cc2cccc3ccccc23)oc1N1CCC(C(N)=O)CC1	5.2%	-3.9%	-0.1%	-1.3%	6.9%
CC(CNc1ccc([N+](=O)[O-])c2cccnc12)Nc1c([N+](=O)[O-])cc(C(F)(F)F)cc1[N+](=O)[O-] (stereo unspecified)	i	-6.6%	-23.1%	19.2%	-7.1%
CC(=O)c1ccc(NC(=O)CSc2nc3ccccc3c(=O)n2CCCN2CCOCC2)cc1	8.3%	x	12.0%	-4.9%	2.2%
COc1ccc(OC)c(S(=O)(=O)N2CCCc3ccccc32)c1	0.4%	10.4%	-1.9%	-1.6%	-3.8%
CCC(C)NC(=O)C1CCCN(S(=O)(=O)c2ccc3c(c2)CC(C)N3C(=O)C2CC2)C1 (stereo unspecified)	0.7%	2.2%	12.8%	12.3%	-0.2%
C=CCn1cnc2c(c1=O)c1nc3ccccc3nc1n2-c1ccc(C)cc1	x	0.6%	-11.5%	x	3.9%
Cc1c(C)c2c(OCC(=O)N[C@@H](C)C(=O)O)cc3c(c2oc1=O)CCC(C)(C)O3	1.0%	5.5%	-15.8%	-4.7%	-3.6%
O=C(NC(NC(=S)Nc1ccccc1O)C(Cl)(Cl)Cl)c1ccco1 (stereo unspecified)	7.0%	4.1%	-24.2%	-1.6%	1.7%
CCCN1CCN(CCCNC(=O)Cn2nc(C)n3c(cc4cc(OC)ccc43)c2=O)CC1	i	4.5%	1.1%	-0.5%	3.9%
Cc1ccc(N2CCN(c3ccc(C)cc3)C2c2cccnc2)cc1	3.2%	-3.6%	35.2%	14.2%	1.4%
CCCCC(CC)C(=O)Nc1cc(C(=O)NCCC)ccc1N1CCC2(CC1)CC(c1ccccc1)=NO2 (stereo unspecified)	1.3%	-11.3%	2.7%	-5.2%	-2.4%	inhibitors of VEEV 10K pilot screen=3.2
CCN1C(=O)[C@H]2[C@H]3CN=C(SCc4ccc(C(=O)OC)cc4)N3[C@@](Cc3ccccc3)(C(=O)OC)[C@H]2C1=O	1.3%	x	x	-13.5%	x
COc1ccc(C(=O)Nc2nnc(-c3ccccc3)o2)cc1OC	1.6%	14.8%	i	-9.4%	u
Cc1cccc(Cl)c1NC(=O)N1CCN(c2ccnc3cc(Cl)ccc23)CC1	0.7%	-1.1%	16.2%	-20.6%	0.2%
C=CCn1c2ccccc2c2nnc(SCC(=O)OCN3C(=O)c4ccccc4C3=O)nc21	0.8%	16.1%	-18.9%	-7.8%	-4.8%

Assay outcomes: PubChem BioAssay, Southern Research Specialized Biocontainment Screening Center
